HTT aggregate: reduces HttQ103-GFP aggregates in PC12 cells; PC12 HttQ103-GFP aggregates, Acumen cytometry, 40 h; Potency, µM (doses to about 46.1 µM), without a hit: top-dose activity change, negative = inhibition, most hits filed as inhibitors; actives 1.1% (n = 220,000); AID 1688; also: % is scaled to controls: 0 for no effect and ±100 for the full control effect; nearly all actives have a fitted effect of over 60% in size
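Read-out: GFP aggregate count by laser scanning cytometer (488 nm excitation, 500-530 nm emission, 1–25 µm objects >6 SD above background). Cells: PC12, inducible HTTex1-Q103-GFP, 100 nM tebufenozide; compounds titrated.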
GAA inhib: blocks human lysosomal alpha-glucosidase; P10253; purified human GAA, 4-MU-alpha-glucoside fluorescence; Potency, µM (highest dose often 76.9 µM), for the others: at the top dose activity change, negative = inhibition, actives largely listed as inhibitors; actives 0.005% (n = 200,000); AID 1466;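 also: plate controls were uninhibited enzyme wells for no effect and no-enzyme background for full effect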
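qHTS format, compound range up to 77 uM. Human lysosomal enzyme at 4 nM, 400 uM 4-MU glucoside substrate, pH 5.0, 20 min room temperature; fluorescence after alkaline stop gives activity normalized to controls.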
aGlu spleen mod: inhibitors or activators of human alpha-glucosidase in spleen homogenate | human spleen homogenate, 4-MU-alpha-glucoside fluorescence | Potency, µM (titrated, usually from 79.9 µM), without a hit: at the top dose activity change, negative = inhibition, most hits filed as inhibitors | actives 0.006% (n = 240,000) | P10253;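 also: 0% = enzyme with vehicle and -100% = no enzyme basal signal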
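Human spleen homogenate (1 ug) incubated with compounds and 1 mM 4-methylumbelliferyl-alpha-D-glucopyranoside in pH 5.0 citrate/phosphate buffer, 37 C, 40 min. Stopped at pH 10; 4-MU fluorescence (Ex 365/Em 440 nm); AC50 by Hill fit.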
RGS12 GoLoco inh: RGS12 GoLoco-Gai1 interaction inhibition. P63096. Gai1:RGS12 GoLoco peptide FP, rhodamine, 10 min. Potency, µM (highest dose often 61.6 µM), for the others: at the top dose activity, negative = inhibition, usual class: inhibitors. actives 0.44% (n = 230,000); active = well fitted inhibition curve with a large enough effect, not every such curve was filed as active; inactive = no such curve, though single readings can be large or run the other way; also: % is scaled to controls: 0 for no effect and ±100 for the full control effect; nearly all actives have a fitted effect of over 30% in size; many of its hits are not listed in these tables
Target sequence (P63096 whole entry, looked up): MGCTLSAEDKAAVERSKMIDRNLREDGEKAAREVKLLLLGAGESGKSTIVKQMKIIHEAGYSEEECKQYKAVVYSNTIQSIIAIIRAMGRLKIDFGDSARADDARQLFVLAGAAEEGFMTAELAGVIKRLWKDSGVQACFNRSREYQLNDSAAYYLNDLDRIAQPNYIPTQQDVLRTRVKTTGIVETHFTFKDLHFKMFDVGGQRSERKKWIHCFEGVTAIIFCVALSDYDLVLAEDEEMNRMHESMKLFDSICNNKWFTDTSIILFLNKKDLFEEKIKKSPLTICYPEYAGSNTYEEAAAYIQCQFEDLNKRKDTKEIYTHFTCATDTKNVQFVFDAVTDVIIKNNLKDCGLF
HTT ATP protect: protects HTT-Q103 PC12 cells, measured by ATP | PC12 HTT-Q103 induced, cytoprotection, ATP luminescence, 40 h | Potency, µM (top dose mostly 56.4 µM), inactives show cytoprotection (ATP increase), hits mostly activators | actives 0.14% (n = 230,000);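 also: % of control where 0% means no effect; nearly all actives have a fitted effect of over 45% in size; toxic huntingtin expression switched on by the ecdysone agonist tebufenozide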
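ATP quantification (ATPlite) reports survival of PC12 cells in which tebufenozide, 100 nM final, switches on Htt exon 1 with 103 glutamines linked to GFP; compounds are titrated.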
GAA glycogen mod: inhibitors or activators of human alpha-glucosidase glycogen cleavage | recombinant GAA, glycogen substrate, Amplex Red glucose oxidase fluorescence | Potency, µM (series often up to 76.4 µM), inactives show at the top dose activity change, negative = inhibition, actives largely listed as inhibitors | actives 0.38% (n = 300,000);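 also: 0% = full enzyme reaction and -100% = no-enzyme basal signal; the screen sought inhibitors and activators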
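Recombinant human enzyme (4 nM); glycogen substrate; 37 C, 40 min, pH 5.0. Readout: coupled glucose oxidase/Amplex Red fluorescence.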
IMPase Li cell: cell-permeable IMPase inhibitors with lithium potentiation; actives 0.35% (n = 210,000); AID 1457; CHO-M1 cells, IP1 TR-FRET (IP-One), carbachol + lithium; Potency, µM (highest dose often 59.4 µM), without a hit: at the top dose activity, negative = IMPase inhibition, most hits filed as inhibitors;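 also: IP1 builds up when IMPase is blocked and the TR-FRET signal falls; plate controls were basal vehicle for no effect and high inhibitor control for full effect; nearly all actives have a fitted effect of over 50% in size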
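CHO cells stably expressing M1 receptor (2000/well) were cultured 16–30 h, then exposed to compounds with a small lithium addition for 30 min at 37C. IP1 was measured by TR-FRET competition; AC50 from Hill fits.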
Starred values were filed as active, the others as inactive; ? = inconclusive; / = not tested or not shown; & = joins results of further samples; [ ] = dose if it differs, or a comment. Unless noted, calls follow the shape of the dose curve; as a rule, active = well fitted curve in the direction sought with a large enough effect; inconclusive = small, poorly fitted or top-dose-only effect, or another doubt; inactive = no such curve, though single readings can be large; an effect the other way counts as inactive or inconclusive. Potency is read from the fitted curve at half-maximal effect. Not all compounds are listed; count on the stated rates, not on these rows.

item	SMILES	RGS12 GoLoco inh	HTT ATP protect	GAA glycogen mod	HTT aggregate
1	CC1CCN(c2oc(Cc3cccc4ccccc34)nc2C#N)CC1	8%	-15%	-13%	?
2	Nc1nc(=O)c2[nH]cnc2n1O	5%[14.2 µM]	4%[10 µM]	/	/
3	O=C1NC(Nc2ccccn2)(C(F)(F)F)C(=O)N1c1ccc(F)cc1 (centres undefined)	-5%	-11%	4%	-11%
4	COc1ccc(CCNC(=O)COc2ccc(-c3ccc(C#N)cc3)cc2)cc1	0%	11%[10 µM]	14%	-7%
5	CCCOC(=O)/C(C(N)=NCc1ccccc1)=C(\O)OCCC	8%	14%	-4%	-19%
6	CCCCOc1ccc(/C=C/C(=O)OCC(=O)NC(=O)NCC(C)C)cc1OCC	-5%	0%[1.9 µM]	2%	-8%
7	COc1ccc(N=CC2=C(O)CC(C)(C)CC2=O)cc1OC	-54%	-5%[10 µM]	-2%	-7%[9.22 µM]
8	Cc1cccc(OCC(=O)N2CCCc3ccccc32)c1	6%	-8%[10 µM]	-7%	-6%[9.22 µM]

item	aGlu spleen mod	GAA inhib	IMPase Li cell
1	1%	-5%[15.4 µM]	19%[38.3 µM]
2	/	/	-14%
3	1%	1%	23%[38.3 µM]
4	2%	0%	-1%
5	-13%	-5%	27%[38.3 µM]
6	-3%	-6%	-7%
7	-5%	/	/
8	-1%	12%	1%

The listing continues:
item	SMILES	RGS12 GoLoco inh	HTT ATP protect	GAA glycogen mod	HTT aggregate
9	CC(C)(C)c1ccc(OCCC(=O)NC2=NCCS2)cc1	5%	-8%	7%	0%
10	O=[N+]([O-])c1ccc(-c2cc(-c3ccc(Cl)cc3)n[nH]2)cc1	-1%	-13%	1%	8%
11	CSc1nnc(-c2sc(-c3ccccc3)nc2C)n1C	-7%	-5%	-3%	7%
12	COC(=O)c1cc(Br)ccc1-c1ccc(/C=N/n2nnnc2N)o1	16%	-7%	0%	5%
13	CC(=O)Nc1cccc(OCC(=O)/C=C2\N(C)c3ccccc3C2(C)C)c1	95%[activator]	-113%[inhibitor]	2%	11µM*
14	COc1ccc(N/C=C/C(=O)c2ccc(Oc3ncccn3)cc2)cc1	4%	-10%	-23%	23%
15	CSC1=NC(C)N2C(SC)=NC(C)N12 (centres undefined)	-4%	-2%[10 µM]	-12%	-13%[9.22 µM]
16	CCn1cc(C(=O)NCc2ccc3c(c2)OCO3)c(=O)c2ccc(C)nc21	6%	-15%[10 µM]	3%	12%

item	aGlu spleen mod	GAA inhib	IMPase Li cell
9	-7%	-10%	18%[38.3 µM]
10	0%	-2%	6%[38.3 µM]
11	-1%	-3%	-12%[38.3 µM]
12	-5%	3%	41%[activator][38.3 µM]
13	-1%	-3%	11%
14	-8%	-2%	1%[38.3 µM]
15	-7%	8%	/
16	0%	-4%	7%[38.3 µM]

In another format: results already given
# | smiles | RGS12 GoLoco inh | HTT ATP protect | GAA glycogen mod | HTT aggregate | aGlu spleen mod | GAA inhib | IMPase Li cell
9 | CC(C)(C)c1ccc(OCCC(=O)NC2=NCCS2)cc1 | 5% | -8% | 7% | 0% | -7% | -10% | 18%[38.3 µM]
12 | COC(=O)c1cc(Br)ccc1-c1ccc(/C=N/n2nnnc2N)o1 | 16% | -7% | 0% | 5% | -5% | 3% | 41%[activator][38.3 µM]
16 | CCn1cc(C(=O)NCc2ccc3c(c2)OCO3)c(=O)c2ccc(C)nc21 | 6% | -15%[10 µM] | 3% | 12% | 0% | -4% | 7%[38.3 µM]

Next part.
item	SMILES	RGS12 GoLoco inh	HTT ATP protect	GAA glycogen mod	HTT aggregate
17	Cc1cc(NC(=O)CN2CCN(c3ccc(O)cc3)CC2)no1	-33%	-33%	8.9µM*	-16%
18	Cn1cnnc1SCc1ccc(C(=O)N/N=C(\CCC(=O)O)c2ccc(C(C)(C)C)cc2)cc1	12%	-3%[10 µM]	-5%	-13%
19	c1ccc(Cc2nc(-c3ccccn3)no2)cc1	-2%	21%	7%	-2%
20	CCN(CC)S(=O)(=O)c1ccc(C(=O)OCC(=O)c2ccc3c(c2)NC(=O)CO3)cc1	-1%	-38%[inhibitor]	7%	6%
21	COc1ccccc1NC(=O)C(Cc1ccc(Cl)cc1)c1nn[nH]n1 (centres undefined)	9%	5%[10 µM]	-5%	3%
22	O=C(O)CNS(=O)(=O)Cc1ccccc1	6%	0%[10 µM]	2%	-1%[9.22 µM]
23	Cc1ccc2c(c1)C(c1ccccc1)N(C(=O)c1ccc(S(=O)(=O)N3CCOCC3)cc1)CC(=O)N2 (centres undefined)	0%	6%[10 µM]	11%	14%
24	O=C(COc1ccccc1)Nc1ccccc1N1CCN(c2ccccc2)CC1	-3%	6%	-1%	-11%

item	aGlu spleen mod	GAA inhib	IMPase Li cell
17	-10%	0%	-1%[38.3 µM]
18	-4%	3%	4%
19	-3%	2%	-14%[38.3 µM]
20	5%	6%	1%[38.3 µM]
21	4%	-4%	-11%[38.3 µM]
22	-1%	4%[15.4 µM]	/
23	4%	1%	9%
24	-2%	-9%	40%[38.3 µM]

Following part:
item	SMILES	RGS12 GoLoco inh	HTT ATP protect	GAA glycogen mod	HTT aggregate
25	C=CCN1C=C2C(=O)C(C)(OC(=O)CCC(=O)OC)C(=O)C(Br)=C2C=C1c1ccc(OC)cc1 (centres undefined)	26%[14.2 µM]	-3%&14%[10 µM]	-5%	-10%[9.22 µM]
26	O=C(O)C1Cc2ccccc2CN1S(=O)(=O)c1ccccc1 (centres undefined)	-14%	3%[10 µM]	-3%	-16%[9.22 µM]
27	O=C1CSC(c2ccncc2)N1Cc1ccco1 (centres undefined)	3%	11%[4.97 µM]	0%	2%
28	FC(F)Oc1ccc(NC(=S)NCc2ccccc2)cc1Cl	-6%	14%	-25%	?
29	CCCc1ccc(-c2csc(NC(=O)Cc3cccs3)n2)cc1	12%	-32%	-2%	-8%[9.22 µM]
30	O=C1CSCC(=O)N1c1ccccc1	0%	-48%[inhibitor]	9%	-11%
31	[O-][N+](CCO)(CCO)c1ncnc2nc[nH]c12	7%[14.2 µM]	-5%[10 µM]	/	/
32	CCN(CC)C(=O)c1sc2nc(-c3ccncc3)[nH]c(=O)c2c1C	11%	-30%	2%	8%

item	aGlu spleen mod	GAA inhib	IMPase Li cell
25	5%[17.4 µM]	/	-9%
26	-13%	-1%[15.4 µM]	/
27	-7%	3%	3%[38.3 µM]
28	-12%	-9%	60%[activator][38.3 µM]
29	0%	3%	11%[38.3 µM]
30	-8%	3%	10%[38.3 µM]
31	/	/	-2%
32	-7%	0%	-9%[38.3 µM]

Later entries.
item	SMILES	RGS12 GoLoco inh	HTT ATP protect	GAA glycogen mod	HTT aggregate
33	Cc1cccc(N2CC3=C(C2=O)C(c2ccccc2)NC(=O)N3C)c1 (centres undefined)	5%	-8%[0.074 µM]	-8%	-4%
34	O=C(Cc1ccccc1)NCCSCc1ccco1	-1%	-4%[10 µM]	-14%	-10%[9.22 µM]
35	C=C1C2CC[C@@]3(C)C(c4ccoc4)OC(=O)C[C@@]13OC1CC(OC(C)=O)C(C)(C)C(CC(=O)OC)[C@@]12C (some centres undefined)	-4%	-49%[inhibitor]	/	/
36	Cc1ccc(NCC(=O)N/N=C/c2ccc(OC(=O)c3ccco3)cc2)cc1	11%	13%	-17%	-18%
37	Cc1ccc(C)c(N2CCN(C(=O)C3CCN(S(=O)(=O)c4c(C)noc4C)CC3)CC2)c1	-4%	40%[10 µM]	4%	6%[9.22 µM]
38	COc1cc(-c2nc(-c3ccccc3)c(-c3cccs3)[nH]2)cc(OC)c1O	1%	-29%	?	13%
39	COc1cc(/C=N/NC(=O)C(Cc2c[nH]c3ccccc23)NC(=O)OCC(C)C)cc([N+](=O)[O-])c1O (centres undefined)	4%	-7%[10 µM]	4%	20%
40	Cc1ccc(CNC(=O)C2CC(c3ccccc3[N+](=O)[O-])=NO2)cc1 (centres undefined)	13%	-11%	2%	19%

item	aGlu spleen mod	GAA inhib	IMPase Li cell
33	-6%	6%	28%[38.3 µM]
34	6%	-3%	-5%[38.3 µM]
35	3%	/	1%
36	-17%	11%	0%[38.3 µM]
37	3%	/	/
38	2%	-1%	32%[38.3 µM]
39	-1%	-6%	1%
40	0%	-3%	-6%[38.3 µM]

(listing goes on)
item	SMILES	RGS12 GoLoco inh	HTT ATP protect	GAA glycogen mod	HTT aggregate
41	CCc1cc2ccc(C)cc2nc1SCC(=O)Nc1c[nH]c(=O)[nH]c1=O	12%	-7%[10 µM]	?	12%
42	COc1ccc(C2C=C(c3ccc(C)c(C)c3)Nc3ncnn32)c(OC)c1OC (centres undefined)	8%	-23%	4%	11%
43	COc1ccc(-n2c(=O)[nH]cc(C(=O)Nc3ccc(NC(C)=O)cc3)c2=O)cc1	9%	-2%	2%	-4%
44	C#CCNc1c2c(nc3nnnn13)CCCC2	2%	-16%	5%	-4%
45	C=CCc1ccc(OCCOCCOc2cccc3cccnc23)c(OC)c1	-7%	28%[10 µM]	-6%	4%
46	CCOc1ccc(NC(=O)CC2C(=O)N(CC)C(=S)N2CCN2CCOCC2)cc1 (centres undefined)	-14%	-6%	-21%	-11%
47	COc1ccc(NC(=O)C2CCN(S(=O)(=O)c3ccc(OC)c(OC)c3)CC2)c(OC)c1	7%	-3%[10 µM]	0%	-15%
48	CCc1ccc2c(c1)c1nc(C)sc1n2CC	-26%	-10%[0.074 µM]	0%	?

item	aGlu spleen mod	GAA inhib	IMPase Li cell
41	-3%	-7%	-27%
42	-6%	-2%[15.4 µM]	4%[38.3 µM]
43	2%	-9%	-8%[38.3 µM]
44	5%	8%	6%
45	-2%	3%	2%
46	/	1%	-1%
47	-21%	-11%	-13%[38.3 µM]
48	-2%	-3%[15.4 µM]	15%[38.3 µM]

(list continues)
item	SMILES	RGS12 GoLoco inh	HTT ATP protect	GAA glycogen mod	HTT aggregate
49	CCCCOC(=O)C1=C(C)Nc2ncnn2C1c1cc(OC)c(OC)cc1OC (centres undefined)	/	-10%	0%	-11%
50	C/C(=N/NC(=O)CN1CCN(Cc2ccccc2Cl)CC1)c1cccnc1	-1%	9%[10 µM]	0%	-9%[9.22 µM]
51	OCC1(CCCc2ccccc2)CCN(Cc2ccc(F)cc2)CC1	14%	-27%[10 µM]	-6%	10%[9.22 µM]
52	Cc1cc(F)ccc1S(=O)(=O)N(C(=O)c1ccncc1)c1ccc(OC(=O)c2ccncc2)cc1	0%	12%	?	-10%
53	Cc1cc(C)cc(N2CN=c3s/c(=C\c4ccco4)c(=O)n3C2)c1	0%	/	0%	-10%
54	CCOC(=O)c1c(NC(=O)c2cccs2)sc2c1CCN(C(=O)OCC)C2	0%	0%	0%	?

item	aGlu spleen mod	GAA inhib	IMPase Li cell
49	-8%	-5%	/
50	2%	/	/
51	-8%	-11%	20%
52	-7%	?	6%
53	-3%	-7%	6%
54	-13%	-7%	33%[activator][38.3 µM]

Source: PubChem (National Center for Advancing Translational Sciences (NCATS))
